# MrgX1 PAM = human MrgX1 positive allosteric modulation, primary screen | Q96LB2 | MrgX1-HEK293, Fluo-4 calcium flux, FDSS; hits give high values | B-score at 10 µM | actives 0.63% (n = 310,000) | AID 588675;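 active means plate-corrected calcium response at least 3 library SD above typical, normal starting fluorescence, not activating the receptor alone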;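 further: compound read alongside a low EC10 to EC30 dose of BAM8-22 agonist; peak minus trough fluorescence over baseline measured at the second addition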
# SKKanGAS inh = SKKanGAS growth inhibition. actives 1.3% (n = 300,000). inhibition, % at 7.5 µM. S. pyogenes SKKanGAS, kanamycin growth, BacTiter-Glo, 6 h;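 active means mean replicate score, as percent of positive control median, at least 50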;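 further: strain carries kanamycin resistance gene driven by streptokinase promoter and grows in 40 µg/ml kanamycin; loss of luminescence reflects streptokinase promoter inhibition or plain growth inhibition; 0% = median of DMSO wells and 100% = positive control at its reference dose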
# ANO1 block = blocks the mouse calcium-activated chloride channel TMEM16A; Q8BHY3; AID 588511; HEK293 TMEM16A/YFP iodide influx fluorescence, ionomycin; normalized B-score (activity score, 25-100; higher = stronger inhibition) at 10 µM; actives 1.2% (n = 310,000);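 active means ratio plate-corrected score three or more library SD toward inhibition, starting fluorescence score within five deviations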;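 further: score derived from kinetic fluorescence span divided by baseline fluorescence per well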
# Target sequence (Q8BHY3 whole entry, looked up): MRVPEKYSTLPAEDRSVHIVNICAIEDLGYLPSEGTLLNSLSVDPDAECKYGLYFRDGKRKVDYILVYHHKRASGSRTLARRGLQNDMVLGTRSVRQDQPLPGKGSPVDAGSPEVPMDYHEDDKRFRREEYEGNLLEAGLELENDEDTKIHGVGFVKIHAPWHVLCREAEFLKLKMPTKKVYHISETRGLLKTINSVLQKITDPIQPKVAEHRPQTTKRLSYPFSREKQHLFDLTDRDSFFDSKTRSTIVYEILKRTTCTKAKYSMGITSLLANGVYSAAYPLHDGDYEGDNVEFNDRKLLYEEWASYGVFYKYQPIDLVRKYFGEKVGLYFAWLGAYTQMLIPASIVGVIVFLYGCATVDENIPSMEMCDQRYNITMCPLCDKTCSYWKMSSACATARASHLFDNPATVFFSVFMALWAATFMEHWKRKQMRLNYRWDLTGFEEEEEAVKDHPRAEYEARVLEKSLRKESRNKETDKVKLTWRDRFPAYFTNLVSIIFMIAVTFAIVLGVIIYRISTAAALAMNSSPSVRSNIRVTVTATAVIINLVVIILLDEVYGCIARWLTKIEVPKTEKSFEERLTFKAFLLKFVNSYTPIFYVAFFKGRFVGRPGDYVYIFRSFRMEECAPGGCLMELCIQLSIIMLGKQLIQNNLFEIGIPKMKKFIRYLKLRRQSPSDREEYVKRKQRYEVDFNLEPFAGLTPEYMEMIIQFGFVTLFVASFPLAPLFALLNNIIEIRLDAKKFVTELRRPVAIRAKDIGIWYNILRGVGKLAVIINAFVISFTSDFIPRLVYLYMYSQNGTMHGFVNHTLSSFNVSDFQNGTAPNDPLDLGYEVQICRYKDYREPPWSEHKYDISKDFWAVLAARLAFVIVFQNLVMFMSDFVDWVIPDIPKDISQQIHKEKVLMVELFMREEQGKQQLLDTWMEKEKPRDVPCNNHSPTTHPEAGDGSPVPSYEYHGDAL
# MrgX1 agonist = activates human MrgX1 receptor signaling; MrgX1-HEK293 cells, Fluo-4 calcium fluorescence, agonist mode; hits give high values; B-score at 10 µM; actives 0.44% (n = 310,000); AID 588627;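 active means calcium response B-score plate-corrected fluorescence ratio at least 3 library SD, with starting fluorescence B-score inside 5 SD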
#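 Material – MrgX1-expressing HEK293 cells · Input – 15,000 cells seeded per well · Dosing – compound as first of three additions · Times – overnight seeding, then 1 h dark dye loading · Measured by – kinetic Fluo-4 NW fluorescence of intracellular calcium · Read-out – B-scored fluorescence response ratio · Benchmarks – positive and negative control wells on each plate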
# ANO1 activ = activates or potentiates the mouse TMEM16A chloride channel; AID 623877; Q8BHY3; HEK293 TMEM16A/YFP-H148Q/I152L, iodide quench fluorescence; hits give low values; actives 0.3% (n = 340,000); B-score at 10 µM;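 active means fluorescence-ratio B-score plate-corrected deviation score at least 3 library SD below zero, with starting fluorescence score within 5 deviations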;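 further: channel opened by trigger with iodide after compound preincubation; score built on the fluorescence ratio of max minus min over baseline; more negative score means more quench and so TMEM16A activation or potentiation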
# MrgX1 antag = antagonists of human MrgX1 receptor; Q96LB2; MRGX1-HEK293 calcium flux, Fluo-4, BAM8-22 antagonism; hits give low values; B-score at 10 µM; actives 1.3% (n = 310,000); AID 588676;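 active means calcium-response B-score plate-corrected more than 3 library SD below zero, starting fluorescence within 5 deviations, no agonist response on first addition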;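 further: peak minus trough fluorescence over baseline after final BAM8-22 challenge near maximal dose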
# The depositor's hits bear a star; i = inactive; . = not tested or not shown. These rows are one share of the data (hit frequency here may not be typical).
# Results follow in this order: MrgX1 PAM, SKKanGAS inh, ANO1 block, MrgX1 agonist, ANO1 activ, MrgX1 antag
CC(C)(CNC(=O)c1cc([N+](=O)[O-])ccc1N1CCC(Cc2ccccc2)CC1)N1CCOCC1
  ., ., ., ., i, .
O=C(CSc1nc2ccccc2c(=O)[nH]1)Nc1ccc([N+](=O)[O-])cc1
  ., ., ., ., i, .
O=C(c1cn(Cc2ccccc2)nc1-c1ccccc1)N1CCN(c2ccccn2)CC1
  ., ., ., ., i, .
Cc1cccc(NC(=O)CN(CC2CCCO2)C(=O)c2oc3ccccc3c2C)c1C (centres undefined)
  ., ., ., ., i, .
Cc1ccc(SCC(=O)Nc2ccc(N3CCOCC3)cc2)cc1C
  ., ., ., ., i, .
O=C(NCc1ccc(Cl)cc1)c1cccc(S(=O)(=O)N2CCCC2)c1
  ., ., ., ., i, .
O=C(CSc1nc2cc(Cl)ccc2o1)NC1CC1
  ., ., ., ., i, .
CCN1C(=NCc2ccco2)N[C@@H](c2cccc(C(F)(F)F)c2)C(C(=O)OC)=C1C
  ., ., ., ., i, .
O=C(Nc1ccccc1)c1nc[nH]c1C(=O)NCc1ccccc1
  ., ., ., ., i, .
CCC1C/C(=C\c2cccnc2)C(=O)/C(=C/c2cccnc2)C1 (centres undefined)
  ., ., ., ., i, .
CC(C)NC(=O)N(C)C[C@H]1Oc2c(NC(=O)Nc3ccccc3)cccc2C(=O)N([C@H](C)CO)C[C@@H]1C
  ., ., ., ., i, .
CC(C)=CCC[C@](C)(O[C@@H]1O[C@H](CO[C@@H]2OC[C@H](O[C@@H]3OC[C@@H](O)[C@H](O)[C@H]3O)[C@H](O)[C@H]2O)[C@@H](O)[C@H](O)[C@H]1O)C1CC[C@]2(C)C1[C@H](O)CC1[C@@]3(C)CC[C@H](O)C(C)(C)C3[C@@H](O)C[C@]12C (some centres undefined)
  ., ., ., ., i, .
COc1ccc2oc(-c3ccncc3)cc(=O)c2c1
  ., ., ., ., i, .
Cc1c(C(=O)Nc2nccs2)oc2ccc(Br)cc12
  ., ., ., ., i, .
O=C(Cc1coc2cc(O)ccc12)N1CCN(S(=O)(=O)c2ccc(Br)cc2)CC1
  ., ., ., ., i, .
NC1=NC(=O)C(c2ccccc2)C(=O)N1 (centres undefined)
  ., ., ., ., i, .
COc1ccc(CCNC(=O)C2COc3ccccc3O2)cc1OC (centres undefined)
  ., ., ., ., i, .
O=C(COC(=O)/C=C/c1cccc(C(F)(F)F)c1)NCc1cccs1
  ., ., ., ., i, .
O=C(Nc1ccc(N2CCOCC2)c(S(=O)(=O)Nc2ccccc2Cl)c1)c1ccc(F)cc1
  ., ., ., ., i, .
COc1ccccc1N1CC(C(=O)NCC2COc3ccccc3O2)CC1=O (centres undefined)
  ., ., ., ., i, .
CC(C)(C)OC(=O)C[C@@H]1C/C=C\C[C@@H](CC(=O)N[C@H](CO)Cc2ccccc2)C(=O)NC[C@H](c2ccccc2)OC1=O
  ., ., ., ., i, .
COc1cc(O)c(C=Nc2ccccc2NS(=O)(=O)c2ccc(C)cc2)c(OC)c1
  ., ., ., ., i, .
CCCCN(C(=O)c1cccc(-n2cnnn2)c1)c1c(N)n(CC(C)C)c(=O)[nH]c1=O
  ., ., ., ., i, .
Cc1cccc(C(=O)NNC(=O)c2ccc(NS(=O)(=O)c3cccs3)cc2)c1C
  ., ., ., ., i, .
O=C(COC(=O)COc1ccc2c(c1)CCC2)Nc1ccccc1C(F)(F)F
  ., ., ., ., i, .
COc1ccc(S(=O)(=O)NCCC(=O)N2CCCN(C)CC2)cc1
  ., ., ., ., i, .
Cc1nn(-c2ccc(F)cc2)c(Cl)c1/C=C(/CC(=O)O)c1nc2ccccc2s1
  ., ., ., ., i, .
O=c1[nH]cnc2c1ncn2-c1ccc(N(CCO)CCO)cc1
  ., ., ., ., i, .
CC(C#N)Sc1ccc(S(=O)(=O)N2CCCC2)cn1 (centres undefined)
  ., ., ., ., i, .
O=S(=O)(NCCOc1ccccc1F)c1ccc(Cl)cc1F
  ., ., ., ., i, .
Cc1ccc(NC(=O)CN(C)C(=O)Cc2ccc3c(c2)CCC3)cc1
  ., ., ., ., i, .
Cc1c(Cl)cnc(NC(=O)COC(=O)C2CC2)c1Cl
  ., ., ., ., i, .
c1ccc(CNc2ncnc3[nH]ncc23)cc1
  ., ., ., ., i, .
CCCCN(C(=O)C1CCCC1)c1c(N)n(CC(C)C)c(=O)[nH]c1=O
  ., ., ., ., i, .
OCC1OC(n2ccc3c(NO)ncnc32)C(O)C1O (centres undefined)
  ., ., ., ., i, .
CC1CCCN(S(=O)(=O)c2ccc(NC(=O)[C@@H]3CCCN3C(=O)c3cccs3)cc2)C1 (some centres undefined)
  ., ., ., ., i, .
COc1cc2oc(=O)cc(-c3ccc(-c4ccc(C(F)(F)F)cc4)cc3)c2c(OC)c1OC
  ., ., ., ., i, .
COc1ccc(CNC(=O)c2cc(S(=O)(=O)N3CCCCC3)ccc2N2CCOCC2)cc1OC
  ., ., ., ., i, .
O=C(NCCN1C(=O)S/C(=C\c2ccccc2F)C1=O)C1CC(=O)N(Cc2ccccc2)C1 (centres undefined)
  ., ., ., ., i, .
O=C(O)C1=C(C(=O)O)C2C=CC1C2
  ., ., ., ., i, .
CCCN(C(=O)/C=C/c1nc2ccccc2s1)C1CCS(=O)(=O)C1 (centres undefined)
  ., ., ., ., i, .
Cc1cc(C)cc(NC(=O)COC(=O)c2ccc(CN3CCCC3=O)cc2)c1
  ., ., ., ., i, .
Cc1ccc(NC(=O)Cc2nc(-c3c[nH]c(C(=O)N4CCCC4)c3)cs2)c(C)c1
  ., ., ., ., i, .
O=C1CCc2cccc(O)c2N1
  ., ., ., ., i, .
N#C/C(=C/c1ccc(OC(=O)c2ccc(Br)s2)cc1)c1nc2ccccc2[nH]1
  ., ., ., ., i, .

# Exported with tabs: entries from further up.
Molecule	MrgX1 PAM	SKKanGAS inh	ANO1 block	MrgX1 agonist	ANO1 activ	MrgX1 antag
O=C(CSc1nc2ccccc2c(=O)[nH]1)Nc1ccc([N+](=O)[O-])cc1	.	.	.	.	i	.
O=C(c1cn(Cc2ccccc2)nc1-c1ccccc1)N1CCN(c2ccccn2)CC1	.	.	.	.	i	.
Cc1cccc(NC(=O)CN(CC2CCCO2)C(=O)c2oc3ccccc3c2C)c1C (centres undefined)	.	.	.	.	i	.
Cc1ccc(SCC(=O)Nc2ccc(N3CCOCC3)cc2)cc1C	.	.	.	.	i	.
O=C(NCc1ccc(Cl)cc1)c1cccc(S(=O)(=O)N2CCCC2)c1	.	.	.	.	i	.
O=C(CSc1nc2cc(Cl)ccc2o1)NC1CC1	.	.	.	.	i	.
CCN1C(=NCc2ccco2)N[C@@H](c2cccc(C(F)(F)F)c2)C(C(=O)OC)=C1C	.	.	.	.	i	.
O=C(Nc1ccccc1)c1nc[nH]c1C(=O)NCc1ccccc1	.	.	.	.	i	.
CCC1C/C(=C\c2cccnc2)C(=O)/C(=C/c2cccnc2)C1 (centres undefined)	.	.	.	.	i	.
CC(C)NC(=O)N(C)C[C@H]1Oc2c(NC(=O)Nc3ccccc3)cccc2C(=O)N([C@H](C)CO)C[C@@H]1C	.	.	.	.	i	.
CC(C)=CCC[C@](C)(O[C@@H]1O[C@H](CO[C@@H]2OC[C@H](O[C@@H]3OC[C@@H](O)[C@H](O)[C@H]3O)[C@H](O)[C@H]2O)[C@@H](O)[C@H](O)[C@H]1O)C1CC[C@]2(C)C1[C@H](O)CC1[C@@]3(C)CC[C@H](O)C(C)(C)C3[C@@H](O)C[C@]12C (some centres undefined)	.	.	.	.	i	.

# Continued:
# Results follow in this order: MrgX1 PAM, SKKanGAS inh, ANO1 block, MrgX1 agonist, ANO1 activ, MrgX1 antag
CN(C)CCN(Cc1ccco1)c1ccccn1
  ., ., ., ., i, .
CCc1cc(Cn2nc(-c3ccccc3C)cc2C(=O)O)on1
  ., ., ., ., i, .
COc1cc(NCCCCCCN)c2ncccc2c1OC
  ., ., ., ., i, .
CS(=O)(=O)Cc1ccc(C(=O)N2CCN(C(=O)c3cccs3)CC2)cc1
  ., ., ., ., i, .
O=C1c2ccccc2C(=O)N1CCCN1C(=O)c2ccccc2C1=O
  ., ., ., ., i, .
CCCN(C(=O)COC(=O)CSc1ccc(C(N)=O)cc1[N+](=O)[O-])C1CCS(=O)(=O)C1 (centres undefined)
  ., ., ., ., i, .
NC(=O)CC(NC(=O)Cc1ccc(Br)cc1)c1ccc(NC2CCCCCCC2)c([N+](=O)[O-])c1 (centres undefined)
  ., ., ., ., i, .
COc1ccc(-c2cc3cc(OC)c(OC)cc3cn2)cc1
  ., ., ., ., i, .
CC(OC(=O)C1CCN(c2ccc(C(F)(F)F)cn2)CC1)C(=O)Nc1cccc([N+](=O)[O-])c1 (centres undefined)
  ., ., ., ., i, .
CCOC(=O)c1c(C)[nH]c(C(=O)COC(=O)CCNS(=O)(=O)c2ccc(NC(C)=O)cc2)c1C
  ., ., ., ., i, .
C[C@H](CO)N1C[C@H](C)[C@@H](CN(C)C(=O)Nc2ccccc2)Oc2ccc(NC(=O)Cn3cnnn3)cc2C1=O
  ., ., ., ., i, .
CCOc1ccc(C(=O)CCC(=O)NN2C(=O)NC3(CCCCC3)C2=O)cc1
  ., ., ., ., i, .
O=[N+]([O-])c1ccc(S(=O)(=O)NN=CCCc2ccccc2)cc1
  ., ., ., ., i, .
Cc1cccc(N2N=C(C(=O)Nc3ccc(Cl)c(S(=O)(=O)N4CCOCC4)c3)CCC2=O)c1
  ., ., ., ., i, .
Cc1nc(Cc2ccccc2)sc1CC#N
  ., ., ., ., i, .
Oc1ccc(C=NN=Cc2ccco2)c(O)c1
  ., ., ., ., i, .
COC(=O)c1c(C)cccc1C1CN=NC12Cc1ccccc1C2=O (centres undefined)
  ., ., ., ., -7.37*, .
O=C(C[n+]1cccc(C(=O)N/N=C/c2cccc([N+](=O)[O-])c2)c1)c1ccccc1
  ., ., ., ., i, .
CC(NC(=O)COC(=O)CNC(=O)c1ccccc1Cl)C1CC2CCC1C2 (centres undefined)
  ., ., ., ., i, .
CC1CCCC(NC(=O)Cn2cc(C(F)(F)F)cc(Cl)c2=O)C1C (centres undefined)
  ., ., ., ., i, .
Cc1cc(C(C)(C)C)ccc1OC(=O)C1=CC=CN2CCS(=O)(=O)N=C12
  ., ., ., ., i, .
COc1cccc(/C=C/C(=O)OCC(=O)NCC2CCCCC2)c1OC
  ., ., ., ., i, .
CCOc1cc(N2CCOCC2)c(OCC)cc1NC(=O)c1cccc(S(=O)(=O)N2CCOCC2)c1
  ., ., ., ., i, .
Cc1ccc(S(=O)(=O)N2CCOCC2)cc1C(=O)Nc1cc(S(=O)(=O)N2CCCCC2)ccc1O
  ., ., ., ., i, .
COc1ccccc1CNC(=O)CN1C(=O)NC2(CCCCCCC2)C1=O
  ., ., ., ., i, .
COCCn1c(C)cc(C(=O)CSc2nnnn2C2CCCC2)c1C
  ., ., ., ., i, .
Cn1c(=O)c2ncn(CC(=O)NCCOc3ccc(C(C)(C)C)cc3)c2n(C)c1=O
  ., -2.3, ., ., i, .
CC(=O)OC1COC(OC2C(O)C(C)OC(OC3C(OC4CCC5(C)C(CCC6(C)C5CC=C5C7CC(C)(C)CCC7(C(=O)O)CCC56C)C4(C)CO)OCC(O)C3O)C2O)C(O)C1OC(C)=O (centres undefined)
  i, ., 100*, 219*, ., i
CC(=O)C1=C(C)NC(SCC(=O)c2ccc(-c3ccccc3)cc2)=C(C#N)C1c1cccnc1 (centres undefined)
  i, ., i, i, ., i
O=C1C=CC(=O)N1CCCCCCN1C(=O)C=CC1=O
  i, ., i, i, ., i
CN1CCN(c2nc3c(c(=O)n(C)c(=O)n3C)n2CCSc2nc3ccccc3s2)CC1
  i, ., i, i, ., i
CC1(C)C(=O)CC[C@@]2(C)[C@H]1CC[C@@]1(C)CC3=C(CC[C@@H]12)[C@@]1(C)CCC(=O)C(C)(C)[C@@H]1CC3
  i, ., i, i, ., i
